# Akt phos inh – blocks phosphorylation of Akt. Neuro2A IGF-stimulated pAkt S473 HTRF, 20 min; active compounds read low. activity change, % for hits at 50 µM. actives 0.32% (n = 360,000). AID 651550; in the data active means activity change below about -80%; inconclusive means mostly about -51% to -80%; further: on the % scale 0 is the no-effect control and ±100 the full control effect
#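 Single-point screen (50 µM final compound) in Neuro2A cells stimulated 20 min with 6 nM IGF at 37 deg C. After lysis, Ser473-phosphorylated Akt read by HTRF (ex 330 nm, em 615/665 nm) as the 665/615 ratio.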
# PTHR1 agonist – agonists of human PTHR1 parathyroid hormone receptor; Q03431; AID 743266; Potency, µM (titrated, usually from 115 µM), inactives show top-dose activation, usual class: activators; HEK293 GP2 PTHR1 cells, GloSensor cAMP luminescence, 1 h; actives 0.075% (n = 410,000); further: potency means the concentration at half of the fitted maximal effect; nearly all actives have a fitted effect of over 55% in size; some results filed as inactive show a strong effect at the top dose; inactives centre near -15; many of its hits are not listed in these tables
# Target sequence (Q03431 whole entry, looked up): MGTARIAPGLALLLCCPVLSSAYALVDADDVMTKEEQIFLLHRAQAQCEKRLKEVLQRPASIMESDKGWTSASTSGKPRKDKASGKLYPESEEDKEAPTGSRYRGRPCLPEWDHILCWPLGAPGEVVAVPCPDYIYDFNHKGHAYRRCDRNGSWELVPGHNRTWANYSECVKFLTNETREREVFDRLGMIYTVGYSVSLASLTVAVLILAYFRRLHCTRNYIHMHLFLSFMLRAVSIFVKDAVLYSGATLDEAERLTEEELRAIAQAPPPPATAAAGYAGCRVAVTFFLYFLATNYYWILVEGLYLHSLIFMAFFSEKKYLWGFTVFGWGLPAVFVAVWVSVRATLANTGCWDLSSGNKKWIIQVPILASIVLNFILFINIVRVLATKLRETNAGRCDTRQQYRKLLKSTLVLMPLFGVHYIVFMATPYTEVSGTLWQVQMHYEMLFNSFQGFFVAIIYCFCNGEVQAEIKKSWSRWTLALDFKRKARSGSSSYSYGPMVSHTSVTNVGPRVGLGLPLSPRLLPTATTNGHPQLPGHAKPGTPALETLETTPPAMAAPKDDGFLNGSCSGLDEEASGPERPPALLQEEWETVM
#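 HEK-293-derived GP2 cells expressing PTHR1 and a GloSensor cAMP reporter, 3,000/well, plated overnight, given luciferin plus IBMX (each 0.5 mM as added) for 1 h at 37 °C, then compound for 1 h at 37 °C. Luminescence was read after 15 min at room temperature.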
# aSyn yeast inh – alpha-synuclein toxicity inhibition in yeast; Yeast expressing alpha-synuclein, growth rescue, BacTiter-Glo, 24 h; Potency, µM (series often up to 46.1 µM), for inactives: top-dose growth rescue (activation), most hits filed as activators; actives 0.14% (n = 370,000); AID 652106; further: potency means the concentration at half of the fitted maximal effect; % of control where 0% means no effect; nearly all actives have a fitted effect of over 65% in size
#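 Readout is rescue of growth in alpha-synuclein-expressing yeast, so inhibitors of toxicity appear as activators. Growth after 24 hr at 30 deg C in galactose medium is quantified by luminescence.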
# GLP-1R inv ag – acts as inverse agonist at human GLP-1 receptor; AID 624417; P43220; HEK293 GLP-1R CRE-luciferase, luminescence, 24 h; GLP-1R form is constitutively active; Potency, µM (series often up to 38.3 µM), for the others: at the highest dose activity change, negative = inhibition, hits mostly inhibitors; actives 1.6% (n = 410,000); further: potency means the concentration at half of the fitted maximal effect; on the % scale 0 is the no-effect control and ±100 the full control effect; nearly all actives have a fitted effect of over 55% in size
# Target sequence (P43220 whole entry, looked up): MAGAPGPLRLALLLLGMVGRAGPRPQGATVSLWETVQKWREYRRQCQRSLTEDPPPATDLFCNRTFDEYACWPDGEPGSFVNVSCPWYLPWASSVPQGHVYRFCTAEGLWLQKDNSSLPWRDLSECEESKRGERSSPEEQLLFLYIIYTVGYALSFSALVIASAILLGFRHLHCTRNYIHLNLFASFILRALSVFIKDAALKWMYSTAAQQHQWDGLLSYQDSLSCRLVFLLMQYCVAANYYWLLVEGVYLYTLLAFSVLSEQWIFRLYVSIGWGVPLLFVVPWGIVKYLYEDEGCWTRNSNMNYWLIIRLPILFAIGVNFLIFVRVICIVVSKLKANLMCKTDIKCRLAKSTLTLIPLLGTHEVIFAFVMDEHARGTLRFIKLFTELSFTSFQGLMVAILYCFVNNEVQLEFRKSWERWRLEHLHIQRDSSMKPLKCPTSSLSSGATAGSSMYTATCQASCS
#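 GLP-1R inverse agonism mode: basal reporter luminescence in engineered HEK293 cells measured after one day of compound exposure at 37 deg C, with a 12 min room-temperature detection step.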
# Abeta rescue – A-beta toxicity reversal in yeast; actives 0.063% (n = 410,000); yeast expressing A-beta42, growth rescue, OD600, 48 h; response scale: 0% DMSO, 100% iron-clioquinol control; Potency, µM (highest dose often 46.1 µM), without a hit: top-dose growth rescue, usual class: activators; AID 1347071; further: potency means the concentration at half of the fitted maximal effect; nearly all actives have a fitted effect of over 55% in size
#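 Growth rescue measured by 600 nm absorbance after 48 h yeast culture at 30 C with compound. Values normalized between DMSO and an equimolar ferric chloride plus clioquinol control.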
# TDP-43 yeast inh – inhibitors of TDP-43 toxicity in yeast. TDP-43 expressing yeast growth rescue, BacTiter-Glo, 24 h. Potency, µM (series often up to 46.1 µM), inactives show top-dose growth rescue (activation), hits mostly activators. actives 1.8% (n = 410,000). AID 652104; further: potency means the concentration at half of the fitted maximal effect; % of control where 0% means no effect; nearly all actives have a fitted effect of over 50% in size
#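 In this qHTS, compounds that restore growth of yeast expressing TDP-43 appear as activators. Cells (OD600=0.02, galactose medium, raffinose-pregrown) are incubated with compound 24 hr at 30 deg C and growth is quantified by BacTiter-Glo.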
# Mm-Cpn inhibitor – inhibitors of Methanococcus maripaludis chaperonin (MmCpn); purified Mm-Cpn ATPase, ADP Transcreener TR-FRET; Potency, µM (titrated, usually from 76.9 µM), without a hit: at the highest dose activity, negative = inhibition, hits mostly inhibitors; actives 0.031% (n = 330,000); further: potency means the concentration at half of the fitted maximal effect; on the % scale 0 is the no-effect control and ±100 the full control effect; nearly all actives have a fitted effect of over 80% in size
#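 Inhibition of chaperonin ATP hydrolysis is measured as reduced ADP production, detected by competitive TR-FRET in which signal falls with ADP. Final enzyme 25 nM and ATP 10 uM, reacted 30 min at 37°C.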
# FUS suppressor – suppressors of FUS proteinopathy in yeast. S. cerevisiae FUS-expressing, growth rescue, OD600, 24 h. Potency, µM (highest dose often 76.6 µM), inactives show top-dose growth rescue (activation), actives largely listed as activators. actives 0.24% (n = 390,000);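 further: potency means the concentration at half of the fitted maximal effect; plate controls were DMSO vehicle for no effect and reference control for full effect; nearly all actives have a fitted effect of over 55% in size; some results filed as inactive show a strong effect at the top dose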
#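 Restored growth of FUS-toxic S. cerevisiae, read as 600 nm absorbance after 24 h at 30C in galactose medium (starting OD 0.005). Controls CP55940 and DMSO.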
# GLP1R cytotox – cytotoxicity in counter-screen for GLP-1R inverse agonists | AID 624418 | Potency, µM (titrated, usually from 38.3 µM), without a hit: at the top dose activity change, negative = inhibition, usual class: inhibitors | HEK293 cAMP-luciferase reporter cells, luminescence, 24 h | actives 0.13% (n = 410,000);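 further: loss of luciferase light is scored as toxicity; potency means the concentration at half of the fitted maximal effect; on the % scale 0 is the no-effect control and ±100 the full control effect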
#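 MLSMR compounds, 24 hr on cells at 37 deg C/5% CO2; luminescence after luciferase reagent (12 min RT). Inhibition counted as the undesired cytotoxic outcome.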
# Starred values were filed as active, the others as inactive; i = inactive; ? = inconclusive; nt = not tested or not shown; & = joins results of further samples; [ ] = dose if it differs, or a comment. Unless noted, the call rests on the fitted dose curve; in most records, active means well fitted curve in the direction sought with a large enough effect; inconclusive means small, poorly fitted or top-dose-only effect, or another doubt; inactive means no such curve, though single readings can be large; an effect the other way counts as inactive or inconclusive. The list is partial. The share of hits here may be higher or lower than overall.
Compound | Akt phos inh | FUS suppressor | GLP-1R inv ag | aSyn yeast inh | Mm-Cpn inhibitor | GLP1R cytotox | TDP-43 yeast inh | PTHR1 agonist | Abeta rescue
O=C(NCc1nnc2c3ccccc3c(-c3ccccc3)nn12)c1ccccc1Cl | i | -14.5% | -0.5% | 0.5% | 0.0% | -17.4% | 5.3% | i | 10.2%
COC(=O)C/C(N)=C(\C#N)C(=O)OC | i | -4.3% | -5.7% | 0.1% | -0.4% | -0.8% | 4.2% | i | -5.3%
C=CCn1c(NCCOC)nc2c1c(=O)n(C)c(=O)n2C | i | 6.1% | 15.8% | ? | 1.0% | -8.5% | 14.6% | i | 1.1%
O=C(NCCS(=O)(=O)N1CCN(c2cccc(Cl)c2)CC1)c1cc(=O)c2ccccc2o1 | i | -4.2%&3.4% | -1.7%&11.7% | -1.4% | -3.7% | 1.6%&-0.9% | 11.6%&22.9% | -22.8% | 1.6%&-3.1%
CCC(=O)N1CCN(c2nnc(-c3ccccc3)c3ccccc23)CC1 | i | 2.2% | -2.4% | 14.4% | -0.5% | 0.3% | ? | i | -21.3%
CC(CN1CCOCC1)C(=O)O (configuration not stated) | i | -7.5% | 0.6% | 9.9% | -4.2% | -1.4% | -5.2% | i | 5.7%
O=C1CC(c2ccccc2)CN1C(=O)c1cccnc1 (configuration not stated) | i | -39.4% | -7.7% | -0.6% | -1.1% | -26.1% | 4.3% | -18.6% | 3.6%
CC(C)C(=O)NC(c1cccc([N+](=O)[O-])c1)c1c(O)ccc2ccccc12 (configuration not stated) | i | -18.6% | -2.5%[7.66 µM] | -9.8% | 0.1% | 5.1%[7.66 µM] | -12.8%[9.22 µM] | -24.4% | -8.9%
CCc1nnc(NC(=O)C(C)C)s1 | i | 20.0% | 18.2% | -1.9% | 0.6% | 12.8% | -9.1% | i | -10.3%
CCn1c(SCC(=O)OC)nnc1-c1ccncc1 | i | 30.0% | 5.0% | -3.8% | 0.9% | 15.5% | -10.6% | -11.2% | 9.0%
CCNC(=S)N1CCN(Cc2ccccc2)CC1 | i | -19.0% | 13.9% | -1.7% | -2.4% | -2.3% | -1.5% | -9.0% | -16.8%
COC(=O)c1cccc(NC(=O)c2ccc3c(c2)C(=O)N(Cc2cccnc2)C3=O)c1C | i | 15.4% | 18.5% | 5.0% | -8.5% | -18.4% | 6.3% | i | -0.5%
Cc1cccc(NC(=S)Nc2ccc(Br)cc2)c1 | i | -22.7% | ? | -23.5% | -0.1% | ? | ? | -16.0%[57.5 µM] | 1.5%
CSc1ccc(Cn2c(C)c(C(=O)NCc3ccccc3C(F)(F)F)sc2=O)cc1 | i | 29.1% | ? | 2.7% | nt | -1.8% | 19.7% | i | 25.9%
Cc1cc(C)cc(C(=O)NCCN2CCOCC2)c1 | i | -12.6% | 4.4% | 6.6% | -0.5% | 21.2% | 2.1% | i | -6.2%
COc1ccc(-c2nc3sc(CCNC(=O)Cc4ccccc4)c(C)n3n2)cc1 | nt | -2.8% | 13.3% | nt | nt | -10.1% | 1.4% | i | -2.8%
Cc1cc(C)c(S(=O)(=O)N2CCCCC2)c(C)c1N(C)S(=O)(=O)c1ccccc1 | i | ? | 23.1% | 4.4% | 0.5% | -7.9% | ? | -5.3%[57.5 µM] | 20.8%
CC(C)(C)c1ccc(OCC(=O)NCc2ccco2)cc1 | i | 4.6% | ? | -1.0% | -1.7% | 5.5% | 16.3% | i | 15.6%
COC(=O)CCCn1nc(NC(=O)COc2ccc(F)cc2)cc1C | i | -11.4% | 15.4% | -5.1% | 0.2% | -3.1% | 9.5% | -19.0% | -1.2%
CC(=O)Nc1ccc(Nc2cc(N3CCOCC3)c3nonc3c2[N+](=O)[O-])cc1 | i | 26.6% | 54.4%[activator] | -2.4% | 0.7% | -14.6% | -22.9% | i | -16.1%
COc1cccc(N2C(=NC(=O)CCC3CCCC3)SC3CS(=O)(=O)CC32)c1 (configuration not stated) | i | 4.1% | 11.3% | -0.4% | 3.6% | -3.7% | -9.3% | -31.8%[inhibitor] | -8.3%
Cc1ccc(NCc2nnc(SCCN3CCCCC3)n2CC2CCCO2)c(C)c1 (configuration not stated) | i | 10.7% | ? | 4.6% | -0.7% | 12.8% | 5.9% | i | 16.0%
Cc1cccc(S(=O)(=O)N(CC(=O)Nc2ccccc2C)Cc2ccco2)c1 | i | 17.2% | 8.91µM* | 2.0% | 0.6% | -16.3% | 29.0% | -13.8%[57.5 µM] | 14.1%
CCC1(c2ccccc2)NC(=O)N(CC(=O)N(C)Cc2ccccc2)C1=O (configuration not stated) | i | 0.1% | -3.5% | 6.7% | -3.0% | -14.3% | 8.3% | -15.4% | 11.3%
COc1ccc(C(=O)Nc2nc(C)cs2)cc1S(=O)(=O)N1CCOCC1 | i | -25.0% | 0.6% | -0.9% | nt | 3.8% | 8.8% | -32.9%[inhibitor] | 2.3%
CCOC(=O)c1cc(-c2ccccc2)n(-c2cccc(C(=O)NC(C)CC)c2)c1C (configuration not stated) | nt | -1.5% | ? | nt | nt | 0.2% | -13.3% | i | -29.6%
Cc1cccc(NS(=O)(=O)c2ccc3c(c2)CC(C)N3C(=O)C2CCC2)c1C (configuration not stated) | nt | ? | ? | nt | nt | 2.4% | 20µM* | -37.2%[inhibitor] | -6.9%
C#CCNC(=O)C[C@@H]1C[C@@]2(C(=O)OCC)CCCC=C2N(Cc2ccc3c(c2)OCO3)C1=O | i | 11.2% | -14.2% | 0.4% | nt | 11.6% | -12.7% | ? | -12.9%
CC(=O)c1cc2c(cc1N(C(=O)Cn1nnc3ccccc31)C(C(=O)NCCC(C)C)c1cccnc1)OCO2 (configuration not stated) | i | 17.8% | ? | 1.6% | -4.6% | -22.9% | -22.3% | -10.7% | -18.1%
COc1ccc(C2(C(=O)Nc3c(C)n(C)n(-c4ccccc4)c3=O)CCCC2)cc1OC | i | 5.1% | 0.5% | 7.0% | -0.4% | -11.6% | -2.5% | i | -1.8%
CCOC(=O)N1CCC(N(CCN(C)C)C(=S)Nc2cccc(C)c2)CC1 | i | -2.1% | 1.2% | -1.9% | -0.1% | -13.5% | 2.3% | i | 17.7%
Cc1ccc(S(=O)(=O)c2cccc(S(=O)(=O)N3CCOCC3)c2)cc1S(=O)(=O)N1CCOCC1 | i | 8.0% | 0.6% | -6.6% | 1.3% | 9.1% | -4.8% | -14.8% | -3.8%
COc1ccc(-c2csc3ncnc(N4CCN(c5cccc(C)c5C)CC4)c23)cc1 | i | 0.8% | ? | 2.8% | ? | 9.2% | 26.4% | -3.7% | 16.5%
Cc1ccccc1NC(=O)c1ccc(NC(=O)N2CCSc3ncccc32)cc1 | nt | -3.5% | 11.3% | nt | nt | 0.3% | 11.0% | -12.2% | 2.3%
CCC(=O)N1CCc2cc(S(=O)(=O)NC(Cc3ccccc3)C(=O)NC3CCCC3)ccc21 (configuration not stated) | i | 5.9% | 1.7% | -9.1% | -0.1% | -7.9% | -6.1% | -7.4%[57.5 µM] | -7.3%
N#Cc1ccc(C(=O)NNC(=O)c2ccncc2)cc1 | i | -28.4% | 3.2% | -6.3% | -1.8% | 9.8% | -4.9% | -2.5% | -8.1%
Cc1ccc(S(=O)(=O)N2CCC(C(=O)N[C@@H](C)C(=O)NCc3ccco3)CC2)cc1 | i | nt | 9.8% | 0.5% | -0.1% | -2.0% | -4.5% | i | 5.9%
COc1ccc(Cc2nnc(N/N=C(\C)c3ccccc3)[nH]c2=O)cc1OC | i | -9.0% | ? | 9.3% | 2.1% | ? | -1.6% | ? | -12.6%
Cc1cccc(CSc2ccc(-c3cccs3)nn2)c1 | i | 15.7% | ? | -10.7% | -14.3% | 11.1%&-5.0% | 24.8%&2.2% | -57.3%&-5.3%[inhibitor] | -3.3%&-5.2%
CC(=O)N1CCN(C(=O)COc2ccc3oc4c(c3c2)CCCC4)CC1 | i | 19.6% | 5.0% | 3.8% | 0.7% | -1.9% | 25.6% | -17.2% | -14.8%
Cc1ccc(NC(=S)N2CCC(N(C)CC3CCCO3)CC2)cc1 (configuration not stated) | i | -4.4% | -21.5% | 0.3% | 1.8% | -35.7% | -11.4% | -4.6% | 17.1%
COC(=O)CC/C(=N/Nc1ccc(Cl)c(Cl)c1)C(=O)OC | i | -33.3% | 3.3% | 3.7% | -0.5% | 9.5% | 5.7% | -29.0% | 5.5%
COc1ccc(C(NC(=O)CNC(C)=O)C(=O)Nc2ccc(C(C)C)cc2)cc1 (configuration not stated) | i | 34.7% | 0.0% | -1.1% | -11.8% | -3.4% | 7.8% | i | 1.9%
Cc1ccc2nc(NC(=O)C3CCN(S(=O)(=O)c4cccs4)CC3)sc2c1 | nt | 43.4% | -23.2% | 2.3% | -7.5% | -3.1% | -24.3% | ? | -2.7%
CCCCN(C(=O)C1CCCO1)c1c(N)n(CC(C)C)c(=O)[nH]c1=O (configuration not stated) | i | -12.9% | 0.7% | 1.6% | 0.6% | -2.6% | 8.3% | -10.1% | 7.8%
N#Cc1ccc(C(C(=O)Nc2ccc3c(c2)OCCO3)n2c(=O)c(-c3ccco3)nc3ccccc32)cc1 (configuration not stated) | i | 6.31µM* | 7.9% | ? | nt | -16.8% | 25.4% | -42.6%[inhibitor] | -9.4%
CCc1ccc2nc(N(CCCN(C)C)C(=O)c3ccc(S(=O)(=O)N(C)C4CCCCC4)cc3)sc2c1 | i | ? | ? | -15.9% | 1.2% | ? | -6.5% | -0.9% | -0.5%
COc1ccc(-c2cc3ncc(C(=O)c4cc([N+](=O)[O-])ccc4O)cn3n2)cc1 | nt | -0.5% | 5.0% | nt | nt | -9.4% | 6.1% | -84.5%[inhibitor] | -34.2%
